Screening data as filed in PubChem BioAssay.
MEX-5 binding = C. elegans MEX-5 TCR-2 RNA binding activity; MEX-5/FITC-TCR2 RNA binding, fluorescence polarization; hits give low values; activity score (negative = inhibition of binding), % at 10 µM; 300,000 compounds, 0.38% hits;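 active means inhibition past about -25% in most replicates, and total fluorescence under double the plate's negative control median, limit read from the data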;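 further: 0% = DMSO and -100% = 5 µM competing unlabeled TCR2 RNA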
ZTA DNA inh = blocks Epstein-Barr virus ZTA, an EBNA-1 counter-screen; P03206; inhibition, % at 11 µM; 320,000 compounds, 0.15% hits; ZTA-DNA binding, fluorescence polarization; in the data active means inhibition above about 33%
Target sequence (P03206 whole entry, looked up): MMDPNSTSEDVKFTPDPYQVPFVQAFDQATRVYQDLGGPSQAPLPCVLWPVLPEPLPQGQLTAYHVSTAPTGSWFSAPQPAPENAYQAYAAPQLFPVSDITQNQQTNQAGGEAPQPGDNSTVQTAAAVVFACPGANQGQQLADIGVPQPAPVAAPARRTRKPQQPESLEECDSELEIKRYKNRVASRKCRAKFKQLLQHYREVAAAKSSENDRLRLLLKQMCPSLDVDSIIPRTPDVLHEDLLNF
EBNA-1 inhibitor = blocks EBNA-1 binding to DNA. EBNA-1 DNA binding, fluorescence polarization. inhibition, % at 14.8 µM. 300,000 compounds, 0.34% hits; in the data active means inhibition above about 28%
Bcl-xL primary = Bcl-xL (human) inhibition; inhibition, % at 10.9 µM; 320,000 compounds, 0.7% hits; GST-Bcl-xL / FITC-Bim BH3 peptide fluorescence polarization; AID 2129;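 active means inhibition above the mean of all tested compounds plus 3 SD, cutoff set per campaign, cut at about 30% in these data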;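 further: 0% = DMSO wells and 100% = unlabeled Bim-BH3 peptide competitor; inhibitors lower millipolarization by displacing the labeled peptide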
Target sequence (Q07817 whole entry, looked up): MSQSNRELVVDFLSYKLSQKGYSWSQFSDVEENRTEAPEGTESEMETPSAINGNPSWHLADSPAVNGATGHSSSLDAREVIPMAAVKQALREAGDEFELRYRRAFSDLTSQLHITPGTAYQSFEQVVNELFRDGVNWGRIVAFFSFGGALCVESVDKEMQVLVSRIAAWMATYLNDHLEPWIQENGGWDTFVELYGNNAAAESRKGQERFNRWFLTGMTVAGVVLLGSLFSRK
Fam108B counter = Fam108B inhibition, counter-screen for RBBP9 inhibitors. inhibition, % at 9.51 µM. recombinant Fam108B, FP-Rh probe fluorescence polarization. 300,000 compounds, 0.33% hits;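 active means inhibition above the screen mean inhibition plus 3 SD, computed separately per campaign, cut at about 18% in these data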;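 further: inhibitors lower polarization as less probe binds the enzyme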
Efflux pump mplx = inhibitors of Candida antifungal efflux pumps expressed in yeast | S. cerevisiae Candida pump triplex, Nile Red efflux | inhibition, % at 10 µM | 330,000 compounds, 0.44% hits | AID 485275;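 active means plate passing quality check with inhibition over a set limit, or well fluorescence over plate mean plus 4 SD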;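 further: Nile Red retained in pooled yeast measured as flow cytometry median fluorescence; 0% = buffer negative control and 100% = Enniatin B positive control; higher means more Nile Red kept so more efflux inhibition; some compounds called inactive have numbers as strong as hits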
Yeast superoxide = caloric restriction mimetics inhibiting age-related superoxide in yeast. S. cerevisiae aged cells, superoxide DHE fluorescence; hits give low values. superoxide response (% of plate mean), % at 10 µM. 330,000 compounds, 0.18% hits;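 active means superoxide response under a set limit, about three screen SD below normal, cut at about 65% in these data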;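 further: yeast aged for seven days with compound at 30 °C before DHE staining; 100% = average MFI of all compound-treated wells on the plate with controls excluded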
GLD-1 TGE inh = GLD-1-TGE RNA interaction inhibition (C. elegans). purified GLD-1 + fluorescein TGE RNA, fluorescence polarization. Q17339. 320,000 compounds, 0.44% hits. inhibition, % at 5.96 µM;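 active means percent inhibition above a per-plate cutoff, the plate mean of test compounds plus 3 SD, cut at about 30% in these data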;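 further: 0% = DMSO wells with GLD-1 and probe and 100% = wells lacking GLD-1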
MCL1-BIM inh = MCL1-BIM-BH3 interaction inhibition (human); Q07820; GST-MCL1 / FITC-Bim-BH3 fluorescence polarization; inhibition, % at 10.9 µM; 320,000 compounds, 0.68% hits; AID 2057;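 active means inhibition above the mean inhibition of all tested compounds plus 3 SD, set per campaign, cut at about 40% in these data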;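 further: 0% = DMSO wells and 100% = unlabeled Bim-BH3 peptide control; higher means more loss of mP so more displacement of Bim peptide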
Target sequence (Q07820 whole entry, looked up): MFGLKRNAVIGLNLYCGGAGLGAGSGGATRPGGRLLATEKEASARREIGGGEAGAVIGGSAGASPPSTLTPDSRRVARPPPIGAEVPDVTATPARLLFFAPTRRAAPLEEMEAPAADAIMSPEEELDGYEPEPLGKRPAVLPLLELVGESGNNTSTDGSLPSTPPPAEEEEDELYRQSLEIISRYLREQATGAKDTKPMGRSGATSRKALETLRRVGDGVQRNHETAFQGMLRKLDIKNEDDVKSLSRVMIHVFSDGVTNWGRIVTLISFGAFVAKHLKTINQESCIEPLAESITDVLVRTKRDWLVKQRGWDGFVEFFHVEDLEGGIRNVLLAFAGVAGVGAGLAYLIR
The depositor's hits bear a star; . = not tested or not shown.

Sequence of screens – MCL1-BIM inh	EBNA-1 inhibitor	Yeast superoxide	GLD-1 TGE inh	ZTA DNA inh	Efflux pump mplx	Fam108B counter	Bcl-xL primary	MEX-5 binding
- C/C(=N\NC(=O)c1nnn(-c2nonc2N)c1CN(C)c1ccccc1)c1ccc(O)cc1
  -1	-16	97	5	3	0.1	-4	4	-1.4
- CCOC(=O)c1cc(-c2ccccc2)n(CC(=O)Nc2cccc(OC)c2)c1C
  -4	11	103	0	5	0.1	-1	1	0.6
- O=c1c2ccccc2nc2n1CCCS2
  3	7	94	3	-1	0.0	-3	6	0.3
- Cc1c([N+](=O)[O-])ccc(S(=O)(=O)N2CCC(C(N)=O)CC2)c1C
  5	3	93	1	4	0.1	-5	1	-0.2
- O=C(NCCCN1CCOCC1)c1ccc(-n2nc(C(F)(F)F)cc2-c2cccs2)cc1
  3	-10	106	-5	0	-0.1	4	2	1.5
- O=C1NC(=Nc2cccnc2)S/C1=C\c1cccc(F)c1
  -21	4	85	-10	-2	-0.2	-6	-11	1.8
- CCCCCN(C(=O)CCC(=O)OCCOc1cccc(Cl)c1)c1c(N)n(CCCC)c(=O)[nH]c1=O
  -5	1	98	6	3	-0.1	0	1	-0.8
- CCCNC(=O)CN1CCN(c2cc3ccccc3c(Cl)n2)CC1
  15	4	109	10	5	0.2	1	17	-4.3
- CC(NC(=O)c1ccco1)C(c1cccs1)N1CCN(c2ccccc2F)CC1 (centres undefined)
  2	9	91	3	-4	-0.4	2	3	0.2
- O=C(CCCc1c[nH]c2ccccc12)NCc1ccccc1C(F)(F)F
  1	4	122	-8	7	-0.1	0	2	-0.1
- CC(=O)NCC(=O)N(C)C(C(=O)Nc1ccc2c(c1)OCCO2)c1ccc(C)cc1 (centres undefined)
  -1	12	92	2	5	0.0	0	3	2.0
- CC(Sc1ccccc1)C(=O)N1CCN(S(=O)(=O)c2cccc(Br)c2)CC1 (centres undefined)
  14	-5	94	-4	-24	-0.1	-1	2	-0.1
- CCOC(=O)CSC1=C(C#N)C(c2sccc2C)C(C(C)=O)=C(C)N1 (centres undefined)
  7	3	90	0	-4	0.1	10	-2	-1.3
- COCCN1C(=O)C(=O)/C(=C(/O)c2ccc(S(=O)(=O)N3CCCCC3)cc2)C1c1ccc(O)c(OC)c1 (centres undefined)
  -2	-9	100	4	15	0.1	-1	4	-3.3
- O=C(C(=O)N1CCOCC1)c1cn(CCOc2ccccc2)c2ccccc12
  7	-4	95	5	-15	0.0	0	6	2.8
- CC(C)(C)C1CCc2c(sc3c2C(=O)NC(c2ccco2)N3)C1 (centres undefined)
  5	-7	118	0	-6	0.3	0	3	-0.2
- COCc1cc(=O)[nH]c2cc(NC(=O)c3cccc(OC)c3)c(C)cc12
  12	-1	91	-1	-7	0.0	-2	3	0.4
- COc1ccc(C)cc1COC(=O)c1[nH]c(C)c(C(C)=O)c1C
  -1	2	98	6	-21	-0.2	-2	-5	-1.2
- Cc1cnc(NC(=O)c2sc(Nc3ccccc3)nc2N)o1
  -2	-2	114	4	5	0.3	-2	-1	-1.5
- O=C(O)c1ccccc1C(=O)Nc1ccc(Br)c2cccnc12
  3	5	98	9	3	-0.1	5	3	-1.1
- COc1ccc(S(=O)(=O)N2Cc3ccccc3CC2C(=O)O)cc1 (centres undefined)
  7	13	91	1	17	0.1	0	13	-1.3
- CCOC(=O)Cn1nnnc1C(C(C)C)N(Cc1cc2c(C)cc(C)cc2[nH]c1=O)C1CCCC1 (centres undefined)
  4	3	103	-5	-9	0.3	-3	4	-6.5
- C=CCn1cc(C(=O)OC)c(=O)c2cc(S(=O)(=O)N3CCC(C)CC3)ccc21
  1	9	74	6	-1	0.1	0	0	-0.3
- Cn1c2c(c(=O)n(C)c1=O)C(c1ccc(C(F)(F)F)cc1)CC(=O)N2 (centres undefined)
  -2	-6	107	2	-17	-0.1	8	1	2.4
- Cc1noc(C)c1CSCC(=O)OCC(=O)NC1CCCCC1
  -7	-13	94	4	0	0.4	-6	-7	-0.7
- Oc1ccc(C=Nc2ccc(N3CCOCC3)cc2)c(O)c1
  0	-3	97	-5	-24	0.0	2	0	2.1
- CCn1c2ccccc2c2cc(NC(=O)c3cccc(OC)c3)ccc21
  3	3	95	4	-9	-0.1	15	4	1.8
- CCO[C@@H]1OC(C(=O)NCc2nc3ccccc3[nH]2)=C[C@H](C)[C@H]1CCCO
  9	-7	.	10	-7	.	4	5	0.3
- COc1ccccc1-c1c(C)oc2cc(OCC(=O)OCc3ccccc3)ccc2c1=O
  11	0	90	4	-12	-2.9	-4	3	0.2
- CC(=O)N1N=C(c2cccs2)CC1c1cccc([N+](=O)[O-])c1 (centres undefined)
  3	-9	107	8	16	0.3	-1	2	0.8
- O=C(CSCc1c(Cl)cccc1Cl)N1CCOCC1
  -10	-12	123	1	-11	0.0	-3	-14	-0.8
- C=CCN(c1ccccc1C(=O)O)S(=O)(=O)/C=C/c1ccccc1
  -9	12	91	-6	13	0.2	-2	-1	0.9
- COc1ccc(CNC(=O)CSc2ncn[nH]2)cc1
  -4	-1	86	-2	-7	-0.1	1	-3	2.7
- Cc1nn(Cc2ccccc2Cl)c(C)c1NC(=O)c1ccn(C)n1
  -4	7	85	3	-14	0.2	4	-2	0.7
- Cc1cc(C(=O)NCc2ccccc2F)cs1
  13	-15	85	-3	-10	0.1	5	3	0.7
- CS(=O)(=O)N(CC(=O)NCCSc1ccccn1)c1ccc(F)cc1
  -8	-4	110	8	-25	0.0	-1	0	-1.9
- CCCCn1nc2cc(C(=O)NCc3ccc(OC(F)(F)F)cc3)ccc2c1OC
  -4	-1	97	-1	-6	0.0	5	0	1.2
- Cc1ccc(CN2[C@@H](Cc3ccccc3)C(=O)CS2(=O)=O)cc1
  2	.	89	-22	-13	-0.2	.	1	.
- C/C(=N\NC(=O)COc1ccc([N+](=O)[O-])cc1)c1ccco1
  4	.	99	-2	-8	0.0	.	3	.
- CCOC(=O)C1Cc2c([nH]c3ccccc23)C(C)N1 (centres undefined)
  0	7	105	-1	3	0.0	2	2	-3.0
- COc1ccc(OC)c(/C=N/NC(=O)CNC(=O)c2ccc(S(=O)(=O)N3CCOCC3)cc2)c1
  -15	-1	92	1	-13	-0.1	-4	-3	2.0
- Nc1c(C(=O)N2CCCCCC2)oc2ccccc12
  -2	0	99	5	-11	0.0	2	1	-3.7
- O=C(NCC(=O)N(Cc1cccs1)C(C(=O)NC1CCCC1)c1ccncc1)c1ccco1 (centres undefined)
  2	8	97	0	23	0.2	0	5	1.0
- CN=C(C)/C(C(=O)OC)=C(/O)c1c(F)cccc1F
  13	6	97	-1	6	-0.2	8	5	-1.4
- CC(=O)Nc1ccc(NC(=O)CSc2nnc(-c3cccs3)n2C)cc1
  0	-2	106	1	0	0.1	0	-2	0.0
- O=C(O)c1ccccc1C(=O)c1ccc(N2CCOCC2)c([N+](=O)[O-])c1
  1	-13	108	-3	4	0.1	-2	5	1.5
- O=C(c1cccc(Oc2ccc([N+](=O)[O-])cc2)c1)N1CCOCC1
  -2	2	107	5	4	0.6	2	-1	2.6
- COc1ccc(-c2cc(C(=O)NCc3ccccc3)no2)cc1OC
  4	9	85	4	-4	-0.1	-2	0	2.9
- COc1ccc2cc3c(N)nn(C(=O)c4cccc(F)c4)c3nc2c1
  -8	1	97	-7	3	0.1	-2	-2	1.4
- CCCN1CCN(C(=O)CCn2c(=O)c3cccn3c3cccnc32)CC1
  3	11	93	0	10	0.1	1	2	0.9
- Cc1sc(NC(=O)c2cccs2)nc1-c1ccccc1
  -5	2	90	11	-10	-0.6	-41	5	0.5
- CC(=O)Nc1ccc(-c2csc(NC(=O)CC(NC(C)=O)c3ccccc3)n2)cc1 (centres undefined)
  1	-5	103	-7	-10	0.4	4	4	-2.7
- CCOc1ccc2nc(N=NC3=C(O)CC(C)(C)CC3=O)sc2c1
  -4	6	89	-2	9	0.0	2	-3	-8.3
- O=C1CCN(Cc2ccc([N+](=O)[O-])cc2)CCN1[C@H](CO)Cc1ccccc1
  0	-8	93	4	-11	-0.1	3	0	-3.4
- CCOc1ccc(-c2nc(C#N)c(N3CCN(C)CC3)o2)cc1
  -58	-3	139	-47	-4	0.1	-7	-32	2.4
- CC(C)(C)c1ccc(C(=O)N2CCC(=O)N(C(COCc3ccccc3)Cc3ccccc3)CC2)cc1 (centres undefined)
  3	10	95	2	-1	0.0	2	-2	-3.5
- O=C(O)COCC(=O)Nc1ccc(-n2cnnn2)cc1
  -5	6	106	0	5	0.0	-2	-4	2.6
- O=C(CN1C(=O)c2ccccc2S1(=O)=O)NC1CCCCC1
  3	-5	108	3	-2	0.1	-3	0	-2.5
- O=C(CNC(=O)c1ccc(Br)o1)Nc1ccncc1
  2	-5	107	8	-29	-0.1	4	0	3.4
- CN(C)c1ccc(CN2CCC(C(N)=O)CC2)cc1
  8	8	97	9	15	-0.1	0	8	-3.6

(listing goes on)
Sequence of screens – MCL1-BIM inh	EBNA-1 inhibitor	Yeast superoxide	GLD-1 TGE inh	ZTA DNA inh	Efflux pump mplx	Fam108B counter	Bcl-xL primary	MEX-5 binding
- COc1cc(/C=C/C(=O)OCc2csc(CC(=O)Nc3ccc(C)cc3)n2)ccc1OCC#N
  -18	.	116	0	-5	0.2	.	-10	.
- O=C(O)CN1C(=O)/C(=C\c2cc(Br)ccc2OCc2ccccc2F)SC1=S
  46*	-1	116	-5	6	0.2	7	18	-2.2
- O=C(c1ccc(Cl)c(S(=O)(=O)N2CCCCCC2)c1)N1CCCC(C(F)(F)F)C1 (centres undefined)
  7	2	97	4	-6	0.2	1	0	-1.5
- CN(C)c1[nH]c(=O)c(C#N)c2c1CCN2Cc1ccccc1
  -3	3	93	7	-1	0.0	1	7	1.3
- N/C(=N\OC(=O)Nc1ccccc1)c1ncc(C(F)(F)F)cc1Cl
  4	0	104	5	-1	-0.1	9	1	0.2
- CN(c1cccc(NC(=O)Cc2ccccc2)c1)S(C)(=O)=O
  6	-1	94	-13	6	-0.2	16	7	1.0
- N#CCCN(C(=O)COC(=O)CCN=C1NS(=O)(=O)c2ccccc21)c1ccc(F)cc1
  0	-4	90	7	-2	0.0	1	6	0.7
- CC1CC(=O)N(CC(=O)NC2CCCCC2)c2ccccc2S1 (centres undefined)
  -4	-7	137	9	-2	0.1	-4	1	0.2
- Cc1ccc(OCCCSc2n[nH]c(N)n2)cc1
  8	12	113	4	-1	0.0	2	-2	-0.4
- O=C(c1ccco1)N1CCN(C(=O)c2ccc(CS(=O)c3cccc(Cl)c3)o2)CC1 (centres undefined)
  -1	3	93	-3	10	-0.1	-1	1	-1.9
- N#Cc1ccccc1OCC(=O)NCC(c1ccc(F)cc1)N1CCOCC1 (centres undefined)
  6	.	101	5	12	-0.1	.	3	.
- CCC1CCCCN1c1ccc([N+](=O)[O-])cc1/C=N/NC(=O)Cn1c2ccccc2c(=O)c2ccccc21 (centres undefined)
  3	-5	99	2	15	0.9	-8	3	0.3
- O=C(Cc1ccccc1)NNC(=O)c1ccc(NC(=O)c2ccccc2)cc1
  6	23	109	10	-11	0.0	2	5	-1.3
- CC(=O)c1ccc(NC(=S)N2CCN(S(=O)(=O)c3ccc(F)cc3)CC2)cc1
  17	7	114	1	16	0.0	1	3	-3.1
- O=C(c1cccc2ccccc12)n1nnc2ccccc21
  5	-5	104	-7	3	0.1	-1	1	-0.6
- O=[N+]([O-])c1ccc(N2CCSCC2)cc1O
  2	3	97	0	2	-0.1	-1	1	-2.2
